# MOR-DOR ag = agonists of human mu-delta opioid receptor heterodimerization; cells, OPRM1-OPRD1 heterodimerization, luminescence; P35372+P41143; AID 504326; 340,000 compounds, 0.3% hits; activation, % at 9.3 µM; in the data active = activation above about 18%;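 also: 0% = vehicle-treated cells and 100% = reference agonist; values of inactives mirror those of a sister screen read the other way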
# HTR5A ag = HTR5A agonism, opioid heterodimer counter-screen; AID 504692; activation, % at 9.3 µM; 340,000 compounds, 0.61% hits; HTR5A agonist assay, luminescence, cell-based; P47898; in the data active = activation mostly above about 9.5%, no sharp cut-off; inactive = mostly below about 7.6%;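 also: 0% = cells with vehicle only and 100% = reference agonist; strong numbers were not always called active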
# Target sequence (P47898 whole entry, looked up): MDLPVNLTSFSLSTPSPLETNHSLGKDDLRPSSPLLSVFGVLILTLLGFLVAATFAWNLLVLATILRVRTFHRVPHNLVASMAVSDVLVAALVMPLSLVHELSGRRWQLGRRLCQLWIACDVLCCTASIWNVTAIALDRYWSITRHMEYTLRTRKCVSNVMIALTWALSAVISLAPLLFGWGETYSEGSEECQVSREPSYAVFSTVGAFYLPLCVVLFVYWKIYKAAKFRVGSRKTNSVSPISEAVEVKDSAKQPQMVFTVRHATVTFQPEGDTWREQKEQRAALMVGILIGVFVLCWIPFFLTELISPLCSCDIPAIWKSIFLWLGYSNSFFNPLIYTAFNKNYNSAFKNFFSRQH
# AddAB inh = less growth of phage-infected E. coli with AddAB; 330,000 compounds, 0.29% hits; inhibition, % at 11.9 µM; E. coli expressing H. pylori AddAB, absorbance growth; in the data active = inhibition above about 12%;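 also: 0% = vehicle wells of infected cells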
# PKA-R1A activ = activates the PKA-R1A holoenzyme complex; P00514+P68181; PKA-R1A dissociation, Cy5-IP20 fluorescence polarization; scaled: DMSO 0%, 113 µM cGMP 100%; activation, % at 11.4 µM; 340,000 compounds, 0.083% hits; AID 504707;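 active = percent activation above the mean of all tested compounds plus 3 SD, cut at about 19% in these data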;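 also: higher means more PKAc released from R1A so a rise in polarization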
# HTR5A inv ag = inverse agonist of human HTR5A in OPRM1-OPRD1 counter-screen; P47898; inhibition, % at 9.3 µM; 340,000 compounds, 0.083% hits; HTR5A cell line, luminescence, inverse agonism; in the data active = inhibition mostly above about 23%, no sharp cut-off; inactive = mostly below about 18%;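 also: 0% = cells with DMSO and 100% = no-cell wells with DMSO; some compounds called inactive have numbers as strong as hits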
# MOR-DOR inv ag = inverse agonist of human OPRM1-OPRD1 heterodimerization | P35372+P41143 | AID 504357 | inhibition, % at 9.3 µM | 340,000 compounds, 0.21% hits | cell-based MOR-DOR heterodimer luminescence, inverse agonism; in the data active = inhibition above about 22%, passing the limit was not always enough;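 also: 0% = cells with DMSO and 100% = wells without cells with DMSO; values of inactives mirror those of a sister screen read the other way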
# Mot1-301 SUMO = SUMOylation pathway inhibition by Mot1-301 growth rescue | S. cerevisiae Mot1-301 growth rescue, ATP luminescence, 38.5C; percent above DMSO median, 100 means doubled | growth rescue, % at 18.8 µM | 320,000 compounds, 1% hits;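 active = every valid replicate shows activation above 250% relative to neutral control wells; inactive = the rest, any valid replicate at or below 250%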;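 also: OY570 slx delta 5 strain wells were the positive control but not used for scaling; some compounds called inactive have numbers as strong as hits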
# E coli growth = bacterial growth inhibition, counter-screen for AddAB inhibitors; E. coli V3065 growth, OD600 absorbance, 18 h; AID 449728; 330,000 compounds, 0.27% hits; inhibition, % at 11.9 µM;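 active = inhibition above the campaign's mean inhibition across all tested compounds plus 3 SD, cut at about 9.9% in these data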;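 also: uninfected addAB+ strain grown without phage in ampicillin broth; 0% = DMSO wells and 100% = ciprofloxacin 0.95 µg/ml wells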
# phage Ecoli inh = E. coli growth loss with phage present | growth absorbance | inhibition, % at 11.9 µM | 360,000 compounds, 0.26% hits; in the data active = inhibition above about 11%
# PfHsp90 yeast 2 = reduces growth (ATP signal) of yeast expressing P. falciparum Hsp90; AID 504621; S. cerevisiae expressing PfHsp90, BacTiter-Glo ATP, 48 h; yeast lacking PDR1 and PDR3 efflux regulators; inhibition, % at 9.4 µM; 310,000 compounds, 0.32% hits;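 active = every replicate shows inhibition above about 80%, whatever the replicate mean, limit read from the data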;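 also: 0% = DMSO neutral controls and 100% = 20 µM radicicol positive controls; yeast relying on Plasmodium falciparum Hsp90 in place of its own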
# DSG3 Ab inh = inhibitors of pemphigus antibody binding to human desmoglein-3 | P32926 | DSG3-coupled beads, scFv-anti-DSG3-GFP binding, flow cytometry; active compounds read low | binding (percent of control), % at 10 µM | 310,000 compounds, 0.48% hits;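 active = binding more than 3 SD below its plate's average and above zero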;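 also: hits lower antibody fragment binding to DSG3; some compounds called inactive have numbers as strong as hits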
# Active calls of the source: *; x = no result given. Random draw from the library; any-hit rate near 3.2%.
molecule,HTR5A inv ag,E coli growth,Mot1-301 SUMO,MOR-DOR ag,MOR-DOR inv ag,phage Ecoli inh,HTR5A ag,PfHsp90 yeast 2,AddAB inh,DSG3 Ab inh,PKA-R1A activ
COc1ccc(S(=O)(=O)N2CCN(C(=O)c3cccs3)CC2)cc1,1,-1.6,2,0.7,-4,0.7,0,9,1.9,102,3
Cc1ccc(CCC(=O)Nc2ccc(Cl)cc2)o1,3,1.9,-9,-2.1,10,2.9,-1,-19,1.8,116,10
CCn1ccnc1CN(C)C(=O)CCc1nnc(CCCc2ccccc2)o1,9,-2.0,8,1.9,-13,5.9,11,4,-1.0,113,1
COc1cc(C(=O)NCCC(=O)NCCN2CCCCCC2)cc(OC)c1OC,16,-0.4,251,-2.5,13,-1.9,-5,-1,-1.8,102,6
COc1ccc(C(C(O)C(=O)c2c[nH]c3ccccc23)N2CCN(c3ccc(OC)cc3)CC2)cc1 (stereo unspecified),-1,-1.2,-13,-2.8,17,4.6,0,-4,-0.9,x,1
O=C(NC(Cc1ccccc1)C(=O)Oc1ccc2c(C(F)(F)F)cc(=O)oc2c1)OCc1ccccc1 (stereo unspecified),-3,-0.2,67,0.9,-6,x,1,-1,4.3,101,-9
COc1ccccc1OCCCCOc1ccccc1C(C)=O,-7,2.3,-22,3.3,-17,0.4,6,-22,3.5,117,-2
O=C(COc1ccccc1Cc1ccccc1)NCCCN1CCOCC1,-10,0.2,45,-2.6,13,-0.3,3,16,0.3,96,-12
Brc1ccc2c(c1)C(c1cccs1)=NNC(c1cccnc1)=N2,0,1.0,24,2.7,-13,2.8,-3,-50,1.2,104,-8
CCOC(=O)CSC1=C(C#N)C(c2ccc(F)cc2)C(C(C)=O)=C(C)N1 (stereo unspecified),-40,2.1,-10,-0.6,3,0.6,0,4,3.3,105,-1
Cc1ccc(N(CC#N)C(=O)CS(=O)(=O)c2cccc([N+](=O)[O-])c2)cc1,10,0.9,-16,0.3,-2,-0.9,-3,-6,3.9,99,-3
Cc1cc(C)n(C(=O)Cc2cn3ccsc3n2)n1,-2,-1.1,83,-0.9,5,1.6,1,-1,0.6,101,-7
CC1CC(=O)C2=C(C1)Nc1nc3ccccc3n1C2c1cccnc1 (stereo unspecified),13,-1.7,2,-2.5,12,2.8,-6,x,2.6,111,-2
CCCC(=O)Nc1nc2ccc(NC(=O)c3ccccc3F)cc2s1,-1,3.1,-2,-1.6,8,2.2,0,1,2.9,102,-3
CC(=O)N1c2ccccc2C(=O)C1N(C)c1ccc(C)cc1 (stereo unspecified),-3,2.5,0,1.7,-8,-0.4,1,2,3.8,91,-7
CN1CCN(Cc2c(O)ccc3cc(-c4ccccn4)c(=O)oc23)CC1,1,0.8,188,-3.7,18,3.5,0,4,0.3,99,6
CCN1C(=O)c2ccccc2S(=O)c2ccc(C(=O)NCCN(CC(C)C)CC(C)C)cc21 (stereo unspecified),3,-2.6,-4,-3.1,14,-1.5,-1,-12,-2.4,x,-9
Nn1c(CSc2nc3ccccc3o2)nnc1CSc1nc2ccccc2o1,8,-1.5,213,-1.1,6,0.6,-1,13,-0.9,100,0
CSc1nnc(-c2cc3ccccc3cc2O)n1C,17,-0.6,24,-1.9,8,2.6,-1,4,2.4,106,-5
O=C(CCS(=O)(=O)c1ccccc1)NCc1ccccc1,12,1.0,1,-2.6,13,-0.1,-5,0,-2.6,125,-12
CCn1c(SCC(=O)OC(C)C)nnc1-c1ccccc1OC,-8,-0.5,57,-0.9,5,2.1,3,-1,-1.8,98,-2
O=C(Nc1ccnn1C1CCN(Cc2c[nH]c3ccccc23)CC1)c1ccccc1,15,-1.5,-1,-2.1,12,2.7,-2,15,0.8,105,3
CC(=O)Nc1ccc(C2=NN(c3ccccc3)C(c3ccccc3)C2)cc1 (stereo unspecified),-1,-3.6,239,6.9,-31,0.2,0,-6,-2.6,93,-11
Cc1cccc(OCC(=O)N/N=C/c2ccccc2C(=O)O)c1,-1,-0.8,-1,1.2,-6,2.1,0,0,-1.4,105,-14
Cc1cc2cc(CNS(=O)(=O)c3ccc4ccccc4c3)ccc2n1C,-14,-2.5,6,-2.2,13,0.8,-6,-4,-2.5,83,-14
CCOc1ccc([N+](=O)[O-])c(N)c1,6,-1.4,-8,-1.8,11,3.2,-2,0,-1.2,98,-3
CSC1=C(C#N)C(=O)NC(c2ccc(Cl)cc2)S1 (stereo unspecified),16,-0.7,8,-0.4,2,1.3,1,0,-3.1,106,12
CCCCC(=O)NC(c1ccc(Cl)cc1)c1ccc2cccnc2c1O (stereo unspecified),-3,30*,-18,2.2,-11,20*,1,114*,31*,131,-18
CCOC(=O)N1CCN(CCC(=O)Nc2cc([N+](=O)[O-])ccc2OC)CC1,-19,2.8,-10,-0.3,2,3.8,5,-8,1.1,98,5
CCC(C)[C@H](NC(=O)C1CC(=O)N(c2ccc(OC)cc2)C1)C(=O)NC1CCCC1 (stereo partly specified),24,1.6,-8,-2.9,14,0.3,3,14,-0.2,104,6
COc1ccc2nc(NC(=O)C(NS(=O)(=O)c3cccs3)C(C)C)sc2c1 (stereo unspecified),-5,-0.3,-2,4.0,-21,2.4,3,-26,2.2,97,11
COc1ccccc1/C=C/CN1CCC(Oc2ccc(C(=O)N3CCCC3)cc2)CC1,-3,1.0,2,-0.3,2,2.3,-3,5,1.5,97,-3
COC(=O)N1C(=O)[C@@](c2ccccc2)(C2CCCC2)N1C(=O)OC,-34,-0.5,-16,-0.7,4,x,2,5,1.1,101,3
Cc1cnc(NC(=O)c2ccc(F)c(S(=O)(=O)N3CCOCC3)c2)s1,7,0.2,8,1.7,-7,-0.1,-2,-14,1.3,x,-6
CC1CCCN(C(=O)c2cccc(S(=O)(=O)Nc3cc(C(F)(F)F)ccc3Cl)c2)C1 (stereo unspecified),3,0.0,53,-1.7,9,4.2,-1,-10,1.8,99,3
Nc1c(C(=O)c2ccc(Cl)cc2)oc2ccccc12,18,-1.0,16,0.1,0,2.7,-5,6,-0.3,95,-16
CCS(=O)(=O)N1CCN(C(=O)c2cccs2)CC1,4,-1.6,-5,-2.4,14,3.1,2,x,1.4,103,-7
CC(C)Oc1ccc(C(=O)NCC(=O)Nc2ccc3c(c2)CCC3)cc1,4,-0.5,5,-0.7,3,-0.9,-2,-1,-1.1,x,-10
O=S(=O)(c1cccc(-c2nnc(SCc3ccc(Cl)cc3)o2)c1)N1CCCCC1,-11,0.1,x,1.0,-6,2.1,8,6,0.0,102,8
COc1cccc(-c2csc(NC(C)=O)n2)c1,-12,-1.1,17,-0.7,4,-0.2,4,0,2.7,107,0
CN(CC(=O)Nc1cccc(S(=O)(=O)N2CCCCC2)c1)Cc1ccc(F)cc1,-38,-0.5,6,4.4,-18,2.6,14,-5,1.1,108,-4
O=C(NCCCN1CCN(C2CCCCC2)CC1)Nc1ccccc1C(F)(F)F,-6,-1.4,-3,-2.1,9,x,4,-5,0.5,103,-4
O=C(CCc1ccccc1)N1CCN(S(=O)(=O)c2cccs2)CC1,1,0.5,-17,-1.9,10,1.2,5,20,1.1,114,-6
COC(=O)C1=C(C)N(CCc2ccccc2)C(=O)/C1=C\c1ccco1,-9,-2.6,1,3.0,-16,2.0,4,-22,1.0,110,8
CC1(C)CC(=O)CC2(C1)NCC(c1ccccc1Cl)c1c2[nH]c2ccccc12 (stereo unspecified),-52,1.8,x,-1.1,5,-1.2,1,-5,-0.9,x,-2
CC(C)N(C(=O)[C@H]1C[C@H](CC(=O)NC(C)(C)C)C(=O)N2CCc3c([nH]c4ccc(Cl)cc34)[C@]12C)C(C)C,-20,-2.3,x,0.7,-3,2.8,6,21,-1.2,98,-6
COc1ccccc1CNC(=O)c1cc(-c2ccccc2)nn1Cc1cc(C)no1,-11,3.4,3,-2.5,14,-0.4,3,6,1.6,103,-6
CCCCC1CCC(c2nc(-c3ccccn3)no2)CC1 (stereo unspecified),-8,-2.0,-13,-1.2,6,2.3,4,x,3.0,105,-8
CCc1ccc(N(C(=O)c2csnn2)C(C(=O)NC(C)(C)C)c2cccnc2)cc1 (stereo unspecified),-12,-0.2,-11,-1.2,7,3.0,-1,-66,0.7,101,-4
CN(C)S(=O)(=O)N1CCC(C(=O)O)(c2ccccc2)CC1,-8,0.1,3,-1.0,6,-0.5,-3,-29,1.1,119,4

# (continued)
molecule,HTR5A inv ag,E coli growth,Mot1-301 SUMO,MOR-DOR ag,MOR-DOR inv ag,phage Ecoli inh,HTR5A ag,PfHsp90 yeast 2,AddAB inh,DSG3 Ab inh,PKA-R1A activ
CCOc1ccc(C(=O)C(C)OC(=O)CN2C(=O)NC(C)(C)C2=O)cc1 (stereo unspecified),19,-0.3,x,-0.1,1,3.3,-7,-3,-0.4,98,-6
O=C(NNC(=O)c1ccccc1C(F)(F)F)c1csc(N2CCOCC2)n1,-23,-1.1,-5,-2.0,11,1.3,5,22,1.2,117,1
CCO[C@@H]1OC(C(=O)N2CCN(C)CC2)=C[C@H](C2CCCCC2)[C@H]1CCCO,23,-2.6,-9,0.6,-4,1.1,-9,0,-2.4,100,-3
COc1ccc(CN2CC(C(=O)NCCCN3CCCCC3)CC2=O)cc1 (stereo unspecified),10,-1.3,10,0.4,-2,1.0,6,-5,-0.4,x,10
CC(=O)c1cnc(Nc2ccc(C)cc2)s1,6,2.1,10,-2.2,12,4.0,-2,25,4.2,95,4
CC(C)CNC(=O)CSc1nc2scc(-c3ccccc3)c2c(=O)[nH]1,-4,0.0,-15,-4.2,22,3.8,1,-14,6.0,129,-7
Cc1csc(C(=O)O)c1NC(=O)c1cccc([N+](=O)[O-])c1,x,0.2,32,x,x,3.4,x,-19,-1.9,43*,x
Cc1cccc(NC(=O)CNC(=O)Cn2cc(C(F)(F)F)cc(Cl)c2=O)c1C,17,x,x,-1.3,9,1.1,-4,x,x,107,2
CCC1(C(=O)OC)NC(c2ccco2)C2C(=O)N(c3ccc(C)cc3)C(=O)C21 (stereo unspecified),3,-0.9,54,0.1,0,1.9,-2,x,-1.7,103,-8
O=C(c1cccc(Cl)c1)N1CCCC(C(=O)N2CCN(c3ccccc3)CC2)C1 (stereo unspecified),-1,-1.2,198,-1.0,7,3.4,-2,25,0.3,100,-2
COc1cccc(NC(=O)c2ccc3c(SCC(=O)O)c4c(nc3c2)CCCC4)c1,-12,-2.5,-18,-1.7,8,2.1,4,29,2.2,106,10

# High-throughput results as filed in PubChem BioAssay.
